Source: PubChem
NR3A LBD binder = modulators (binders) of human NR3A ligand-binding domain | actives 2.5% (n = 340,000) | Tm shift relative to glycine control, % at 25 µM | NR3A LBD differential scanning fluorimetry, Tm shift; 0% = protein alone, 100% = glycine-bound protein;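 active = melting temperature shift of at least 10% of the positive control shift, at one fixed dose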
SENP6 inh = inhibitors of human SENP6 protease | Recombinant SENP6 catalytic domain, aminoluciferin luminescence | inhibition, % at 10 µM | actives 1.8% (n = 330,000) | AID 2599;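 active = inhibition above about 50% at the single tested dose, limit read from the data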;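 also: plate controls were DMSO wells with enzyme for no effect and DMSO wells lacking enzyme for full effect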
Target sequence (Q9GZR1 628-1112 limits assumed): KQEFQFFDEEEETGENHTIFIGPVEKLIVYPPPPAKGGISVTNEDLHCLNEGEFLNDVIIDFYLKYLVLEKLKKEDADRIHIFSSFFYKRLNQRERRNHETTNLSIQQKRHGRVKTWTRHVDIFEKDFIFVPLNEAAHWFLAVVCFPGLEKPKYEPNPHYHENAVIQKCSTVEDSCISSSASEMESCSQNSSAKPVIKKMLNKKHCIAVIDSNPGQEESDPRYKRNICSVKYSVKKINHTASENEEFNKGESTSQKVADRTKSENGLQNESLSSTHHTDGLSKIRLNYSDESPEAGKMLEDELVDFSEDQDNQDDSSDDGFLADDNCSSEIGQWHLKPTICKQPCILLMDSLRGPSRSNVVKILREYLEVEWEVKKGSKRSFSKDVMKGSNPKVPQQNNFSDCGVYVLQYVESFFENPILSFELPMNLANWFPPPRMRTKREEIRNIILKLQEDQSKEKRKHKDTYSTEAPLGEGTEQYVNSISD
PfG6PD inh = PfG6PD (Plasmodium falciparum) enzyme inhibition. PfGluPho enzyme, NADPH resazurin-diaphorase fluorescence. inhibition, % at 20 µM. actives 0.78% (n = 350,000);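 active = inhibition reaching at least a set limit at 20 µM in the primary screen, cut at about 59% in these data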;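 also: 0% = DMSO wells with substrate and 100% = DMSO wells lacking glucose-6-phosphate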
ATG4B inh = blocks human ATG4B protease cleavage of LC3 substrate; AID 504462; actives 0.51% (n = 340,000); ATG4B cleavage of LC3-PLA2, NBD-HPC fluorescence, 1 h; inhibition, % at 8.33 µM; in the data active = inhibition above about 40%
Target sequence (Q9Y4P1 whole entry, looked up): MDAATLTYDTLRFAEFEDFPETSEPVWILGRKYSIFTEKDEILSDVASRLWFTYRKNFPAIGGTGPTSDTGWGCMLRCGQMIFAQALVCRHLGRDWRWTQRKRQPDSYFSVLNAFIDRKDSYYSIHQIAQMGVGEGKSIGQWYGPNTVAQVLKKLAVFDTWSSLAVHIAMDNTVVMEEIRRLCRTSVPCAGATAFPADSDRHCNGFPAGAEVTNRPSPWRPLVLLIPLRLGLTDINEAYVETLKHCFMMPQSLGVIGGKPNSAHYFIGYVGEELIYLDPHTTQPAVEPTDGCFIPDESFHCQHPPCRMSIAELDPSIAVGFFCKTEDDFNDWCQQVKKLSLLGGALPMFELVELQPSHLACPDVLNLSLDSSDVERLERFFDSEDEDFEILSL
SENP8 inh = SENP8 (human) protease inhibition. actives 0.64% (n = 360,000). recombinant SENP8, Nedd8 substrate fluorescence. inhibition, % at 20 µM; in the data active = inhibition mostly above about 40%, no sharp cut-off; inactive = mostly below about 27%
HKDC1 inhibitor = blocks human hexokinase HKDC1 activity | recombinant HKDC1, G6PDH/diaphorase resazurin coupled fluorescence | inhibition, % at 20 µM | actives 0.16% (n = 340,000);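 active = inhibition above about 35% when tested at 20 µM, limit read from the data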;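 also: plate controls were DMSO wells with enzyme for no effect and DMSO wells lacking enzyme for full effect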
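Test system: recombinant HKDC1 (HK5) hexokinase enzyme, produced in-house; Amount: enzyme 5 µg/mL final; Buffer or medium: Tris pH 8.0 buffer with MgCl2, Tween-20, BSA, BME; Reagent: glucose and ATP substrates; Doses: 20 µM test compound, 1% DMSO; Incubation: 90 min reaction incubation at room temperature, dark; Detection: resorufin fluorescence at 613 nm.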
SENP7 block = inhibitors of human SENP7 protease. Q9BQF6. recombinant SENP7, Z-RLRGG-aminoluciferin luminescence, 40 min. inhibition, % at 5 µM. actives 1.5% (n = 330,000);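 active = inhibition above about 50% at the single test dose, limit read from the data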;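 also: plate controls were DMSO with enzyme for no effect and no enzyme buffer wells for full effect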
MPTP inh = blocks calcium-induced mitochondrial swelling; actives 1.4% (n = 360,000); inhibition, % at 10 µM; isolated mouse mitochondria, Ca2+ swelling absorbance, 30 min;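 active = inhibition of 50% or more, scaled per plate between neutral and stimulator controls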;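 also: 0% = DMSO wells given calcium and 100% = 1 mM EGTA wells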
* = called active by the depositor; . = not tested or not shown.

Values in the order – NR3A LBD binder | SENP6 inh | PfG6PD inh | ATG4B inh | SENP8 inh | HKDC1 inhibitor | SENP7 block | MPTP inh
1	Cc1ccc(S(=O)(=O)CCC(=O)c2ccc(F)cc2)cc1
    1 | 8 | 12 | 5 | 2 | 2 | 2 | 0.4
2	Cc1ccc(CNc2ccc3c(c2)nc(C)n3C)cc1
    -1 | -8 | 6 | 6 | -149 | -1 | -3 | 2.4
3	Cc1ccc(NC(=O)c2ncn(CC(=O)N[C@H](C)c3cccc4ccccc34)n2)cc1C
    18* | . | 4 | -30 | 6 | -3 | 2 | 0.8
4	CC1(CCc2ccccc2)NC(=O)N(CC(=O)Nc2c(F)cccc2F)C1=O (stereo unspecified)
    0 | -7 | -4 | -2 | 19 | -4 | 2 | -1.4
5	CCOC(=O)C1C(=O)NC(N2CCOCC2)=NC1C(C)C (stereo unspecified)
    -4 | 5 | -3 | 5 | 20 | -1 | 1 | -2.3
6	CN(Cc1ccco1)c1ncnc2ccc(-c3ccccc3Cl)cc12
    1 | -10 | -18 | -9 | -32 | 0 | -14 | 1.9
7	COc1cccc(-c2c(C(=O)N/N=C(\C)c3ccco3)nnn2-c2nonc2N)c1
    -1 | -6 | 2 | -10 | -17 | 7 | 1 | 0.1
8	COc1ccc(C2c3ccc4ccccc4c3Oc3ncn(Cc4ccco4)c(=N)c32)cc1OC (stereo unspecified)
    -2 | -1 | 17 | 18 | -9 | 7 | 8 | 0.2
9	Cc1nc2nc[nH]n2c(=O)c1NC(=O)c1c(-c2ccccc2Cl)noc1C
    -2 | -4 | -7 | 10 | 17 | -7 | 20 | -1.2
10	O=C1[C@@H]2C(c3cccnc3)=NO[C@@H]2C(=O)N1c1ccc(Br)cc1
    0 | -18 | -5 | -2 | 19 | 0 | 2 | 4.9
11	O=C(O)CC1c2ccccc2CCN1S(=O)(=O)c1ccccc1 (stereo unspecified)
    3 | -3 | -1 | -6 | 18 | -4 | 3 | -0.6
12	Cc1cc(N2CCCC2=O)ccc1S(=O)(=O)N1CCOCC1
    -1 | 1 | 3 | 0 | 12 | -8 | -2 | 0.6
13	COc1ccccc1Nc1nc(Cl)c(C=O)s1
    -2 | -58 | 5 | -6 | -119 | 1 | -2 | 1.6
14	Cc1cccc(N2C(=O)C(Oc3ccc(Cl)cc3Cl)C2C=O)c1C (stereo unspecified)
    -3 | . | -27 | 27 | 16 | 24 | . | 9.7
15	COc1ccc([C@@H]2[C@@H]3C(=O)N(C(C)(C)C)C(=O)[C@@H]3[C@]3(Cc4ccccc4)C(=O)N(c4ccccc4)C(=O)N23)cc1
    -3 | -1 | 8 | -10 | 22 | -2 | -5 | 1.1

Further compounds:
Values in the order – NR3A LBD binder | SENP6 inh | PfG6PD inh | ATG4B inh | SENP8 inh | HKDC1 inhibitor | SENP7 block | MPTP inh
16	O=[N+]([O-])c1ccccc1-n1cnc2ccccc21
    0 | -25 | -7 | -3 | -1 | -7 | -7 | 0.0
17	CCCCc1ccc(NS(=O)(=O)c2c(C)n(C)c(=O)n(C)c2=O)cc1
    2 | -2 | 6 | -10 | 5 | -3 | 6 | -1.3
18	COC(=O)Nc1nc2ccc(C(=O)c3cccs3)cc2[nH]1
    1 | 11 | 4 | -3 | -6 | 2 | -1 | 0.5
19	COc1ccccc1NS(=O)(=O)c1cc(C)ccc1C
    1 | -5 | 24 | -13 | 18 | 8 | 0 | 1.1
20	Cn1c(SCC(=O)c2ccc(O)c(O)c2)nnc1-c1cccs1
    2 | -6 | -42 | -6 | 18 | -8 | -6 | -0.2
21	Cc1ccc(CNC(=O)c2ccc(N(C)C)cc2)cc1
    -1 | 0 | -17 | 3 | 7 | -11 | 3 | -0.9
22	CCOc1ccc(-c2nnc3ccc(SC(C)C)nn23)cc1
    2 | -6 | 35 | 2 | -229 | 26 | -14 | 1.2
23	COc1cc(S(=O)(=O)N2CCOCC2)ccc1NC(=O)COC(=O)c1ccc(Cl)nc1
    3 | -6 | 3 | -8 | -4 | 1 | -1 | -0.9
24	Clc1ccc(-c2nc(-c3ccncc3)no2)c(Cl)c1
    2 | 63* | 2 | -1 | 26 | -2 | 77* | 0.3
25	NC(=O)c1ccc(NC(=O)Nc2ccc3c(c2)OCO3)cc1
    13* | -2 | 5 | -6 | 0 | 1 | -4 | -0.2
26	COc1ccc(CCNC(=O)C(CCC(N)=O)NS(=O)(=O)c2ccc(Cl)cc2)cc1OC (stereo unspecified)
    0 | -5 | 13 | -2 | 20 | 12 | 8 | 0.9
27	CC1(CCc2ccccc2)NC(=O)N(CC(=O)Nc2ccccc2C#N)C1=O (stereo unspecified)
    0 | -4 | 15 | -3 | -32 | -7 | -5 | -2.5
28	COc1cc(-c2c(C#N)c(N)nc(SCc3ccncc3)c2C#N)cc(OC)c1OC
    1 | 9 | -4 | 3 | -144 | -2 | 1 | -0.7
29	CC(C)(C)c1cc(C(=O)NNC(=O)c2ccc(C(F)(F)F)cc2)no1
    1 | -11 | -3 | 6 | 1 | -1 | 9 | 3.4
30	CCOc1ccccc1N1CCN(CC(O)COCc2cccs2)CC1 (stereo unspecified)
    3 | 11 | -4 | -13 | 2 | 0 | 4 | -0.2

(further entries)
#	compound	NR3A LBD binder	SENP6 inh	PfG6PD inh	ATG4B inh	SENP8 inh	HKDC1 inhibitor	SENP7 block	MPTP inh
31	CCOC(=O)c1cc(C#N)c(N2CCN(C)CC2)nc1-c1ccccc1	0	-5	-8	2	-3	-6	3	-1.3
32	CN(C)CCCN(C(=O)c1ccc(S(=O)(=O)N2CCOCC2)cc1)c1nc2cc3c(cc2s1)OCO3	-3	-11	3	-8	14	-2	-7	-0.7
33	CCN(C(=O)CCS(=O)(=O)c1cccc2nsnc12)c1cccc(C)c1	0	-4	12	-2	8	-2	11	-3.1
34	Cc1ccc(S(=O)(=O)N2CCCCC2)cc1C(=O)N1CCN(c2ccccn2)CC1	0	-7	-1	-5	6	-8	-9	-2.4
35	COc1ccc(C2C(C#N)=C(N)Oc3n[nH]c(C)c32)cc1Cn1cc([N+](=O)[O-])cn1 (stereo unspecified)	0	-8	4	-14	-3	8	3	-5.8
36	CCSc1nc2ccccc2n1CCOc1ccccc1	3	-10	14	2	22	-1	-2	0.7
37	COC(=O)Cc1csc(Nc2c(C)n(C)n(-c3ccccc3)c2=O)n1	-2	-11	-5	3	10	-8	3	0.1
38	CCCc1cc(=O)oc2cc(OC(C)C(=O)NCCCn3ccnc3)ccc12 (stereo unspecified)	-2	-2	3	-5	-100	-4	3	-3.0
39	Cc1ccc2c(c1)C(=O)C(=O)N2CCCOc1ccccc1C	1	-16	5	16	2	26	1	-0.1
40	CCC(CC)N=C1NS(=O)(=O)c2cc([N+](=O)[O-])ccc21	-2	0	-3	1	23	1	-5	-1.0
41	COCCn1c(SCC(=O)Nc2ccc(S(N)(=O)=O)cc2)nc2ccccc21	1	-12	9	13	23	2	-7	5.2
42	COCCCn1c(SCC(=O)NC2CCS(=O)(=O)C2)nnc1-c1ccc(Cl)cc1 (stereo unspecified)	0	11	-9	-2	4	-8	1	-0.4
43	Cc1cc2c(cc(C(=O)OC(C(=O)NCc3ccco3)C(C)C)n2C)o1 (stereo unspecified)	1	4	5	-12	10	-3	6	2.0
44	O=C(CCC1COc2ccccc2O1)NC1CCCCC1 (stereo unspecified)	1	7	1	-13	19	-11	-8	-1.8
45	COc1ccc(Br)cc1C(=O)Nc1ccccc1N1CCCC1	-1	2	7	-3	22	-1	3	7.1
46	Cc1ccc(O)c(NC(=O)c2ccc3c(c2)C(=O)N(Cc2ccco2)C3=O)c1	0	-20	-13	4	11	-1	-9	-0.1
47	O=C(COC(=O)c1cc(Br)ccc1O)NCC1CCCO1 (stereo unspecified)	0	-11	-8	-5	-42	-4	-8	-1.7
48	Cc1cccc(N2CCN(C(=O)C3(S(=O)(=O)c4ccc(Cl)cc4)CC3)CC2)c1C	0	3	6	1	26	7	2	4.5
49	c1ccc(CSc2nnc3ccc(-c4ccncc4)nn23)nc1	0	5	-9	-3	8	12	2	-0.6
50	CC(=O)c1cc(N2CCC(C(=O)O)CC2)ccc1[N+](=O)[O-]	4	5	7	7	19	-10	5	-2.1
51	O=C(NCCN1CCNC1=O)C1CCC(=O)N(Cc2ccccc2F)C1 (stereo unspecified)	-2	-14	-12	5	11	-8	-6	0.2
52	CCc1ccccc1NC(=O)CN(C)C(=O)COC(=O)c1ccco1	-1	-17	0	-2	3	-8	-5	-0.6
53	O=[N+]([O-])c1ccc(S(=O)(=O)N(CCCN2CCOCC2)Cc2cccs2)cc1	-2	25	-7	-4	10	4	2	0.3
54	O=C(CCCN1C(=O)c2ccccc2C1=O)NC1CCCCCC1	0	11	1	-3	24	-8	0	0.5
55	COc1ccc(S(=O)(=O)N2CCCC2CNC(=O)C(=O)NCc2cccs2)cc1 (stereo unspecified)	1	-5	-12	4	-5	2	9	1.6
56	Cc1ccc(OCCn2c(NC(=O)c3ccco3)nc3ccccc32)cc1	-14	-3	0	9	-233	0	6	1.6
57	CCn1c(CC(=O)Nc2ccccc2C)nnc1SCC(=O)NC1=NCCS1	2	-6	-16	13	6	-2	-8	-2.3
58	COc1ccc(NC(=O)N2CCCCCC2)cc1	1	-11	-7	3	11	-6	14	0.3
59	NC(=O)Nc1ccccc1C(=O)Nc1ccc2ccccc2c1	-1	-3	-19	2	-57	6	2	-0.2
60	O=C(C1CCCN(S(=O)(=O)c2ccc(Br)cc2)C1)N1CCN(Cc2ccccc2)CC1 (stereo unspecified)	-1	-13	7	-6	0	0	-9	0.2
61	O=C(CSCc1ccccc1)N1CCN(S(=O)(=O)c2cccc(F)c2)CC1	-1	-5	0	-1	25	-1	-4	0.4
62	NS(=O)(=O)c1cccc(NC(=O)COC(=O)CC2Sc3ccccc3NC2=O)c1 (stereo unspecified)	0	-7	25	-17	4	-3	-7	-0.6

Gathered by group, the entries above containing a cyano group (4)
#	compound	NR3A LBD binder	SENP6 inh	PfG6PD inh	ATG4B inh	SENP8 inh	HKDC1 inhibitor	SENP7 block	MPTP inh
27	CC1(CCc2ccccc2)NC(=O)N(CC(=O)Nc2ccccc2C#N)C1=O (stereo unspecified)	0	-4	15	-3	-32	-7	-5	-2.5
28	COc1cc(-c2c(C#N)c(N)nc(SCc3ccncc3)c2C#N)cc(OC)c1OC	1	9	-4	3	-144	-2	1	-0.7
31	CCOC(=O)c1cc(C#N)c(N2CCN(C)CC2)nc1-c1ccccc1	0	-5	-8	2	-3	-6	3	-1.3
35	COc1ccc(C2C(C#N)=C(N)Oc3n[nH]c(C)c32)cc1Cn1cc([N+](=O)[O-])cn1 (stereo unspecified)	0	-8	4	-14	-3	8	3	-5.8
